aSyn UTR inh = MLPCN primary screen, SNCA 5' untranslated region | alpha-synuclein 5'UTR reporter, inhibitor activity | inhibition, % (tested at 7.5 µM) | 0.82% of 300,000 active | AID 1813, 2009; in the data active = inhibition above about 60%; inconclusive = no clear call, values can overlap the other calls;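 also: H4 neuroglioblastoma cells stably carrying SNCA 5'UTR luciferase fusion; 0% = DMSO wells and 100% = positive control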
SKKanGAS inh = S. pyogenes SKKanGAS growth inhibitors in kanamycin, primary screen, streptokinase expression inhibitor project, SKKanGAS strain, BacTiter-Glo luminescence; 6 h; inhibition, % at 7.5 µM; 1.3% of 300,000 active; AID 1662, 2009;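 active = mean replicate score, as percent of positive control median, at least 50; inconclusive = mean below 50 but one replicate at or above 50; inactive = mean and every replicate below 50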;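 also: strain carries kanamycin resistance gene driven by streptokinase promoter and grows in 40 µg/ml kanamycin; loss of luminescence reflects streptokinase promoter inhibition or plain growth inhibition; 0% = median of DMSO wells and 100% = positive control at its reference dose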
Platelet DG rel = inhibitors of platelet dense granule secretion, primary screen, cell-based, MLPCN, human platelets | 0.22% of 300,000 active | inhibition, %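 (compounds screened at 7.5 µM in platelet-rich plasma)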 | human platelet-rich plasma, SFLLRN dense granule ATP release, luminescence;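 active = mean replicate score, as percent of positive control, at or above 50; inconclusive = mean below 50 but at least one replicate at or above 50; inactive = mean and every replicate below 50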
HSF1 inhib = HSF1 inhibitors in luciferase reporter cells, primary screen, cell-based, NIH3T3, luminescence; activity change, negative = inhibition, % at 7.5 µM (by protocol); NIH3T3-HGL HSE-luciferase, MG132-induced, luminescence 8 h; active compounds read low; 0.77% of 300,000 active;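 active = more than half of replicate wells show activity change below -50%, luminescence cut by over half; inconclusive = some wells, but at most half, below -50%; inactive = no replicate well below -50%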;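 also: luciferase reports HSF-1 transcriptional activity via heat shock element; 0% = median of DMSO wells and -100% = zero luminescence signal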
KLF5 inhibitor = KLF5 expression inhibitors, primary screen, DLD-1 cells, luminescence; 0.23% of 290,000 active; AID 1700, 2009; inhibition, % at 5 µM; DLD-1 KLF5 promoter-luciferase reporter;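 active = inhibition above a per-plate limit of that plate's mean compound inhibition plus 3 SD, cut at about 60% in these data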;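 also: 0% = DMSO wells and 100% = LY294002 at 200 µM; higher means less KLF5 promoter-driven luciferase light; inactives centre near -14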
AI-2 QS modul = Vibrio harveyi AI-2 quorum sensing modulators, primary screen, JMH597 strain, luminescence/OD600 ratio | activity change, % at 7.5 µM | Vibrio harveyi JMH597 AI-2 luminescence/OD600 ratio, 9 h; active compounds read low; strain lacks LuxN and CqsS sensors; 0 = neutral-control median | 0.4% of 300,000 active; in the data active = activity change below about -75%, passing the limit was not always enough; inconclusive = no clear call, values can overlap the other calls;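 also: luminescence divided by OD600 gain over 9 h not by final OD600 alone; inactives centre near 13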
HIF activator = HIF pathway transcriptional activators, primary screen, cell-based, U2OS HRE-luciferase, luminescence; activation, % at 7.5 µM (by protocol); U2OS HRE-luciferase reporter; normalized: DMSO 0%, desferrioxamine 100%; AID 1910, 2009; 0.32% of 300,000 active;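 active = mean activation of at least 10% of the iron chelator positive control signal, with at least half of replicates also reaching 10%; inconclusive = mean and replicate majority disagree about reaching 10%; inactive = mean and most replicates under 10%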
IEC-6 cytotox = cytotoxicity in IEC-6 intestinal epithelial cells, primary screen, cytotoxicity control for KLF5 inhibitor project, cell-based, luminescence | inhibition, % at 5 µM | IEC-6 cytotoxicity, luminescence viability | AID 1825, 2009 | 0.78% of 290,000 active; in the data active = inhibition above about 22%;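 also: 0% = plate median of test compound wells and 100% = cytotoxic reference compound wells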
HSF-1 act = HSF-1 activators, primary screen, NIH3T3-HGL cells, MG132 stress, luminescence, single point. NIH3T3-HGL HSF-1 luciferase reporter, 8 h; 100% = twice DMSO control signal. activation, % at 9 µM. 1.7% of 300,000 active. AID 504408, 2011;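 active = mean replicate activation of at least 50% with a set share of replicates each reaching 50%; inconclusive = only one of those two conditions met; inactive = mean below 50% and too few replicates reaching it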;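 also: 0% = median of the neutral control wells and 100% = twice that signal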
HSP90 refold inh = HSP90 inhibitors, primary screen, cell lysate, luminescence. Heat shock protein HSP 90 (rabbit reticulocyte lysate; luciferase refolding). Rabbit reticulocyte lysate, luciferase refolding luminescence, 3 h. inhibition, % at 5.6 µM. 0.91% of 290,000 active;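 active = inhibition above the screen-wide mean plus 3 SD, computed separately per campaign, cut at about 16% in these data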;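 also: 0% = DMSO wells and 100% = 60 µM geldanamycin wells; inhibitors lower the luminescence because luciferase stays unfolded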
Active calls of the source: *; ? = inconclusive; . = not tested or not shown.

SMILES	aSyn UTR inh	SKKanGAS inh	Platelet DG rel	HSF1 inhib	KLF5 inhibitor	AI-2 QS modul	HIF activator	IEC-6 cytotox	HSF-1 act	HSP90 refold inh
COc1cc(C(=O)N/N=C/c2sc(N3CCOCC3)nc2-c2ccccc2)cc(OC)c1OC	9	15	3	-6	-1	13	-0.4	3	-3	1
Cc1ccc(C(c2c(O)nc3n(c2=O)CCS3)c2c(O)nc3n(c2=O)CCS3)cc1	7	0	0	-22	-29	20	0.0	6	-26	5
Cc1ccccc1OCCn1nc(C(=O)O)c2ccccc2c1=O	5	-6	.	-5	2	16	1.3	-2	-4	-1
COc1cc2c(cc1OC)C(c1ccc(C)o1)CC(=O)N2 (stereo not given)	10	-2	1	2	9	50	-0.1	-2	-12	0
CCOc1ccccc1NC(=O)CSc1n[nH]c(N)n1	5	8	0	-3	-31	-4	0.2	6	8	-2
CCOC(=O)CCNC(=O)N1CCCC(C(=O)c2cccc(OC(C)C)c2)C1 (stereo not given)	-12	-1	-3	2	-18	18	-0.9	-3	3	-2
CCN1CCN(Cc2ccc(NC(=O)c3ccc(C)c(NC(=O)c4cccc(-c5cn[nH]c(=O)c5)c4)c3)cc2C(F)(F)F)CC1	-8	2	4	-35	-9	51	1.0	2	-39	20*
Cn1c(COc2ccccc2)nnc1SCCC(=O)Nc1ccccc1	18	0	0	3	-9	1	0.1	-5	-22	0
Cc1ccc(N(C)C(=O)N2CCN(S(=O)(=O)c3ccc(C)cc3)CC2)cc1	-29	-6	-1	10	7	19	0.3	0	13	-2
CCn1nc(C)cc1C(=O)N1CCCC(C(=O)c2cccc(OC)c2)C1 (stereo not given)	-2	12	-4	3	-9	19	0.2	-1	16	-1
COc1ccc(Cc2nc(-c3cccs3)no2)cc1OC	-1	0	-2	10	-19	-49	1.0	0	29	1
O=C1CC(N2CCN(c3ccc(F)cc3)CC2)C(=O)N1Cc1cccs1 (stereo not given)	-37	-11	-23	-9	-13	21	-0.2	1	19	-2
CC(C)Cc1nnc(NC(=O)CCC(=O)N2CC(C)CC(C)C2)s1 (stereo not given)	-48	1	25	-8	-27	27	-0.4	0	-6	0
O=C(NC1(C(F)(F)F)NC(=O)N(c2ccc(F)cc2)C1=O)c1ccncc1 (stereo not given)	14	1	11	-6	-12	2	-0.5	-8	-10	0
CC(C)(C)OCC(NC(=O)C(CC(N)=O)NC(=O)OC(C)(C)C)C(=O)OC(C)(C)C (stereo not given)	-18	-4	-2	-2	-9	6	-0.1	12	2	3
O=C(Cn1c(=O)c2c(ncn2C2CCCC2)n(Cc2ccccc2)c1=O)N1CCc2ccccc21	36	7	.	13	2	19	-0.3	8	10	3
N#Cc1cc2c([nH]c1=S)CCCCCC2	-71	1	2	-6	-21	21	.	-1	5	2
COc1ccc(/C=N/NC(=O)c2ccccc2OC)cc1COc1ccccc1[N+](=O)[O-]	6	9	-1	-6	0	9	-0.2	15	-11	7
COc1ccc(CC(=O)Nc2ccc(N3CCCC3)c(C)c2)cc1	13	5	3	1	-17	-1	0.4	3	-6	1
CCc1nnc(NC(=O)CSc2nnc(-c3ccccc3O)o2)s1	-8	11	3	9	-80	17	-0.1	3	32	0
Cc1cccc(NC(=O)C2COc3ccccc3O2)c1 (stereo not given)	-115	-1	7	4	-48	5	3.1	0	-1	-4
CCc1nc2sc3c(=O)n(N)cnc3c2c2c1COC(C)(C)C2	3	-3	-2	2	-9	9	-0.1	1	3	4
COc1ccc(C(=O)N2CCC(C(=O)N3CCN(c4ccccc4)CC3)CC2)cc1	-10	-1	4	4	-23	23	0.0	-2	5	-3
CSc1ccc(CN(C)Cc2nc3ccccc3c(=O)[nH]2)cc1	2	-4	3	2	-8	15	0.1	3	0	4
Cc1ccc(S(=O)(=O)N2CCOCC2)c(C)c1NS(C)(=O)=O	4	2	8	-6	13	23	0.2	4	4	-1
COc1ccccc1N1CCN(CCC(=O)Nc2cccc(Cl)c2)CC1	4	-6	14	4	-33	21	0.2	0	0	-4
C=CCn1c(=O)c2ccccc2n2c(SCC(=O)NC(C)C)nnc12	3	-2	-8	-2	-9	4	1.6	-3	-4	-4
O=C(NCCO)C(=O)NCC1OCCCN1S(=O)(=O)c1ccc2c(c1)OCCO2 (stereo not given)	0	14	-7	0	-46	17	0.0	-9	1	-1
O=c1cc(O)c2c(=O)n(-c3ccccc3)c3c(c2o1)CCCCCC3	-13	56*	-7	0	5	13	-0.2	-2	-6	-3
C/C(=N\Nc1ccc([N+](=O)[O-])cc1)c1ccco1	-180	-3	4	15	-120	15	1.3	4	55*	-7
O=C(O)c1ccc(CSc2nc3ccccc3o2)cc1	19	1	3	2	-32	32	-0.2	2	7	0
O=C(NCCc1ccccc1)C(=O)NCC1OCCN1S(=O)(=O)c1ccc(Cl)cc1 (stereo not given)	7	-8	2	1	-17	2	-0.1	-2	7	1
CC(C(=O)N1CCOCC1)(c1ccccc1)c1ccccc1	4	0	-5	-6	-11	20	-0.3	-2	-3	-1
COc1ccccc1-c1ocnc1C(=O)Nc1ccc(N2CCOCC2)cc1N1CCOCC1	4	3	0	2	0	39	-8.8	-1	9	-3
CCOC(=O)C1CCN(C(=O)c2ccc(OC3CCN(C(=O)COC)CC3)cc2)CC1	3	-2	-3	-7	-7	15	0.6	0	6	6
C=CC(C)n1c(Br)nc2c1c(=O)[nH]c(=O)n2C (stereo not given)	-17	0	0	-11	-15	4	-0.3	3	1	0
COCC(=O)N1CCC(Oc2ccc(C(=O)NCCc3ncccc3C)cc2)CC1	4	-2	7	-7	-4	.	-0.5	0	3	1
CC(NC(=O)C1CCN(S(=O)(=O)c2ccccc2)CC1)c1ccccc1 (stereo not given)	13	-6	9	-1	-13	21	-0.9	-1	-11	3
COc1cc(/C=C/C(=O)OCC(=O)Nc2ccc(NC(C)=O)cc2)cc(S(=O)(=O)N2CCc3ccccc32)c1OC	-55	17	-1	1	-1	14	-0.3	-2	-1	0
C=CCN1CCN(C(=O)CSc2ccccc2)CC1	-103	-2	2	2	-30	3	1.3	-1	5	12
Cc1cc(C)n(-c2ccc(C(=O)Nc3ccc4c(c3)OCCO4)cc2)n1	-101	-5	-1	2	-54	16	1.0	3	5	3
CC(=O)Nc1ccc(NC(=O)C2CCC(N3C(=O)C4C5C=CC(C6CC56)C4C3=O)CC2)cc1 (stereo not given)	40	-1	10	-4	-10	-2	-1.4	21	-4	0
COCCN(Cc1ccccc1)C(=O)c1cc(-c2ccc(OC)c(OC)c2)nc2ccccc12	1	15	10	-4	-10	24	0.3	6	4	1
CCOC(=O)N1CCN(CC(=O)N2CCC(C(N)=O)CC2)CC1	-1	-11	59*	-6	-8	26	-0.5	-6	-2	0
CC1CCCN(C(=O)c2nn(C)c3c2CSc2ccccc2-3)C1 (stereo not given)	-11	-2	2	-11	-22	18	0.6	5	-14	-2
CCOc1ccccc1NC(=O)C1CCCN(C(=O)Nc2ccccc2)C1 (stereo not given)	5	-17	0	-10	-21	24	0.5	1	7	-2
Cc1ccc([N+](=O)[O-])cc1N=Nc1c(-c2ccc([N+](=O)[O-])cc2)[nH]n(C(N)=S)c1=O	-27	29	2	19	-5	10	0.8	-3	56*	1
O=C(COc1ccc(S(=O)(=O)N2CCCC2)cc1)N1CCCCC1	-8	-2	-4	-8	-5	52	-6.5	1	-14	-5
Cc1ccc(OCCSCc2nnc(NC(=O)Nc3cccc(Cl)c3)s2)cc1	-4	8	-3	-11	-40	24	-0.7	-3	-19	-3
COc1ccc(C(=O)NC(=S)NNC(=O)c2ccco2)cc1	8	53*	-2	?	-19	.	0.4	12	-60	5
C(=N\N(c1ccccc1)c1ccccc1)/c1ccc(N2CCOCC2)s1	5	-35	-8	7	-9	13	0.3	-6	19	5
O=C(Nc1ccc(Br)cc1)C1C2C=CC3(O2)C1C(=O)N(CCN1CCCCC1)C3C(=O)NC1CCCCC1 (stereo not given)	-6	.	16	-4	-23	.	-0.3	-5	-5	-3
C=CCN(C(=O)CCC(=O)Nc1cc(C)on1)C(C(=O)NC1CCCC1)c1ccc(C)cc1 (stereo not given)	10	-1	21	-5	-7	-14	0.2	2	20	5
COc1cc(/C=N/NC(=O)c2ccncc2)ccc1OC(C)=O	7	5	12	-5	-25	0	0.4	-4	3	3

Reformatted as a markdown table: entries from further up
| Structure | aSyn UTR inh | SKKanGAS inh | Platelet DG rel | HSF1 inhib | KLF5 inhibitor | AI-2 QS modul | HIF activator | IEC-6 cytotox | HSF-1 act | HSP90 refold inh |
| --- | --- | --- | --- | --- | --- | --- | --- | --- | --- | --- |
| Cc1cc(C)n(-c2ccc(C(=O)Nc3ccc4c(c3)OCCO4)cc2)n1 | -101 | -5 | -1 | 2 | -54 | 16 | 1.0 | 3 | 5 | 3 |
| CC(=O)Nc1ccc(NC(=O)C2CCC(N3C(=O)C4C5C=CC(C6CC56)C4C3=O)CC2)cc1 (stereo not given) | 40 | -1 | 10 | -4 | -10 | -2 | -1.4 | 21 | -4 | 0 |
| COCCN(Cc1ccccc1)C(=O)c1cc(-c2ccc(OC)c(OC)c2)nc2ccccc12 | 1 | 15 | 10 | -4 | -10 | 24 | 0.3 | 6 | 4 | 1 |
| CCOC(=O)N1CCN(CC(=O)N2CCC(C(N)=O)CC2)CC1 | -1 | -11 | 59* | -6 | -8 | 26 | -0.5 | -6 | -2 | 0 |
| CC1CCCN(C(=O)c2nn(C)c3c2CSc2ccccc2-3)C1 (stereo not given) | -11 | -2 | 2 | -11 | -22 | 18 | 0.6 | 5 | -14 | -2 |
| CCOc1ccccc1NC(=O)C1CCCN(C(=O)Nc2ccccc2)C1 (stereo not given) | 5 | -17 | 0 | -10 | -21 | 24 | 0.5 | 1 | 7 | -2 |
| Cc1ccc([N+](=O)[O-])cc1N=Nc1c(-c2ccc([N+](=O)[O-])cc2)[nH]n(C(N)=S)c1=O | -27 | 29 | 2 | 19 | -5 | 10 | 0.8 | -3 | 56* | 1 |
| O=C(COc1ccc(S(=O)(=O)N2CCCC2)cc1)N1CCCCC1 | -8 | -2 | -4 | -8 | -5 | 52 | -6.5 | 1 | -14 | -5 |
| Cc1ccc(OCCSCc2nnc(NC(=O)Nc3cccc(Cl)c3)s2)cc1 | -4 | 8 | -3 | -11 | -40 | 24 | -0.7 | -3 | -19 | -3 |
